# Compound activity deposited in PubChem by The Scripps Research Institute Molecular Screening Center.
# HCV NS3 hel inh = inhibitors of HCV NS3 helicase, primary screen, biochemical, Cy5 molecular beacon fluorescence; AID 1800, 2009; 0.56% of 290,000 active; Hepatitis C virus NS3 helicase; NS3 helicase DNA unwinding; inhibition, % at 10.9 µM;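 active = inhibition above the mean of all tested compounds plus 3 SD, set per campaign, cut at about 35% in these data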;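 also: 0% = DMSO wells and 100% = thioflavine S control wells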
#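 assay system = NS3 helicase fragment of HCV | buffer or medium = MOPS pH 6.5, MgCl2, DTT, Tween20, BSA | timing = 60 min unwinding reaction at 25 °C after ATP addition | signal = Cy5 beacon fluorescence read at start and 1 h | read-out basis = % inhibition of unwinding | control set = low DMSO, high thioflavine S at 110 µM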
# IDE inh = human IDE inhibitors in live cells, primary screen, fluorescence polarization, HEK cells, FAbetaB substrate | Insulin-degrading enzyme (Homo sapiens), P14735 | 0.41% of 320,000 active | FAbetaB cleavage | inhibition, % at 5.59 µM;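 active = percent inhibition above the average of all tested compounds plus 3 SD, set per screening campaign, cut at about 16% in these data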;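 also: IDE supplied by intact live HEK cells; FP after avidin binding of uncleaved biotin substrate so inhibition keeps polarization high; 0% = DMSO wells and 100% = 60 µM reference IDE inhibitor Ii1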
# Target sequence (P14735 whole entry, looked up): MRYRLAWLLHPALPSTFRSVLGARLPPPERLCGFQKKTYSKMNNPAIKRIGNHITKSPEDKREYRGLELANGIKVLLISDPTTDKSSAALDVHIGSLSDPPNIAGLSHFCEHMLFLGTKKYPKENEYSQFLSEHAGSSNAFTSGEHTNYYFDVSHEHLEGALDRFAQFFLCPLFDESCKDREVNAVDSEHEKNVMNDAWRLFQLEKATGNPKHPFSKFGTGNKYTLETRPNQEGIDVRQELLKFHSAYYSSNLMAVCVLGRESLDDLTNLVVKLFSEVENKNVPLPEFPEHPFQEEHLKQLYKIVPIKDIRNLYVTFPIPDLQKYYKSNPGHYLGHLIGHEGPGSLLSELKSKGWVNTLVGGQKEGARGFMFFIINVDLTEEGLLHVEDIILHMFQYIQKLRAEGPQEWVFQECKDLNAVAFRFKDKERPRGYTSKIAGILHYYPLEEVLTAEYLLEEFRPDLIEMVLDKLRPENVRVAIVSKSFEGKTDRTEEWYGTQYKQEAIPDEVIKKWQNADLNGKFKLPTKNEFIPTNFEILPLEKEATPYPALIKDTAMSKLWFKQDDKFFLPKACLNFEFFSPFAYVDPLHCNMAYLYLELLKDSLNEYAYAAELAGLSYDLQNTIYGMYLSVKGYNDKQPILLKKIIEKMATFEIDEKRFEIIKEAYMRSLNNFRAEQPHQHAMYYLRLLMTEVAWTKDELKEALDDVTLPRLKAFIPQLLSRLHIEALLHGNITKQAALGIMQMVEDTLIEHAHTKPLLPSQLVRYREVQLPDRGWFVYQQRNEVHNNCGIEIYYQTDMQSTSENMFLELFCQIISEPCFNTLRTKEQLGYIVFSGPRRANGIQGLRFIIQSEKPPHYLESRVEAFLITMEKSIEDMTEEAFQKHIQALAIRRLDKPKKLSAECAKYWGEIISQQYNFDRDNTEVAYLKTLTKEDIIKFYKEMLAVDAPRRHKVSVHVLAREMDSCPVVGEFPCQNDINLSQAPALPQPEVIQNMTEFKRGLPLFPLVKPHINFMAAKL
# IMP-1 inhibitor = IMP-1 metallo-beta-lactamase inhibitors, primary screen, biochemical, epi-absorbance readout, Pseudomonas aeruginosa enzyme. metallo-beta-lactamase IMP-1 (Pseudomonas aeruginosa). purified IMP-1, nitrocefin hydrolysis, epi-absorbance fluorescence. inhibition, % at 5.6 µM. 0.45% of 290,000 active;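 active = inhibition above the mean plus 3 SD of all compounds in the same screening run, cut at about 4.5% in these data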;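 also: 0% = IMP-1 with DMSO and 100% = DMSO wells lacking enzyme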
#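 Assay system: purified recombinant IMP-1 beta-lactamase. Input: IMP-1 0.2 nM before substrate addition. Buffer or medium: Zinc- and detergent-supplemented HEPES buffer, pH 7.1. Schedule: 25 °C, 15 min preincubation, 25 min reaction. Signal: Epi-absorbance fluorescence, 480 nm excitation, 530 nm emission. Evaluation: percent inhibition from optical density relative to buffer-blank wells.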
# VIM-2 inhibitor = VIM-2 metallo-beta-lactamase inhibitors, primary screen, biochemical, epi-absorbance readout, Pseudomonas aeruginosa enzyme; purified VIM-2, nitrocefin hydrolysis, epi-absorbance fluorescence; inhibition, % at 5.6 µM; 0.89% of 290,000 active; AID 1527, 2009;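 active = inhibition above the mean of all tested compounds plus 3 SD, cutoff set per screening run, cut at about 7.5% in these data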;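 also: red hydrolysis product quenches plate fluorescence so inhibitors raise well fluorescence; 0% = enzyme with DMSO and 100% = DMSO without enzyme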
# * hit, by the source's call; nt = not tested or not shown.
SMILES	HCV NS3 hel inh	IDE inh	IMP-1 inhibitor	VIM-2 inhibitor
Cc1ccc(C(=O)C2=C(O)C(=O)N(CCN(C)C)C2c2ccccn2)o1 (configuration not stated)	-1	nt	0.4	-2.6
O=C(CN1CCOCC1)N1CCN(C(=O)CN2CCOCC2)CC1	4	nt	-5.8	-2.5
O=C(NCCCN1CCOCC1)c1cc2cc(Cl)cc(Cl)c2oc1=O	0	nt	-4.7	-1.3
Cc1nnc2sc(-c3ccc(NC(=O)c4cccnc4)cc3)nn12	-4	nt	-2.0	-2.6
Cn1c(=O)c2c(-c3ccncc3)c3c(nc2n(C)c1=O)-c1ccccc1C3=O	6	nt	-0.6	-1.5
CN(C(=O)Cn1c(=O)n(CCCCC(=O)NC2CCCC2)c(=O)c2ccccc21)C1CCCCC1	2	nt	0.3	1.9
Cc1cccc2c(=O)oc(-c3ccc4c(c3)C(=O)N(CC3CCCO3)C4=O)nc12 (configuration not stated)	3	nt	-1.9	-3.0
CCOC(=O)c1ccc(-n2nc(C(F)(F)F)c3c(C)cc(=O)oc32)cc1	8	nt	0.8	-0.1
Cc1cc(C(=O)CSCc2nnc3n(CCC(C)C)c(=O)c4ccccc4n23)c(C)n1C	0	nt	-3.1	-2.3
Cc1cc(C)c2c(n1)nn1c(N3CCOCC3)cc(C)nc21	11	nt	2.5	16*
Cc1nn(Cc2ccc(C(=O)Nc3ccc(Br)c4cccnc34)o2)c(C)c1Br	4	nt	-3.7	1.3
Cc1nn2c3c(cnc2c1-c1ccccc1)C(=O)CC(C)C3 (configuration not stated)	-3	nt	-3.3	-0.8
Cc1nnc(SCC(=O)NCCc2ccccc2)[nH]c1=O	0	nt	0.1	-0.4
Cc1cc(NCCN2CCOCC2)n2ncc(-c3ccc(Cl)cc3)c2n1	-7	nt	-1.3	-2.2
CC1=C(C)C(=O)NC(Nc2nc(C)c3cc(C)cc(C)c3n2)N1 (configuration not stated)	8	nt	-1.6	-4.3
CC(=O)OC(C(=O)Nc1ccccc1C)C(OC(C)=O)C(OC(C)=O)C(OC(C)=O)C(=O)Nc1ccccc1C (configuration not stated)	6	nt	-0.7	-3.8
O=c1c2ccc(-c3nnc4n3-c3ccccc3SC4)cc2nc2n1CCCCC2	-3	nt	-0.2	1.0
COCCn1c(=O)c2c3c(sc2n(CC(N)=O)c1=O)CCCC3	-5	nt	-1.9	0.2
Cc1cc(C)n2nc(SCc3cc(=O)n4ccccc4n3)nc2n1	-2	nt	-6.7	3.0
Cc1nn2c3ccccc3nc2n(Cc2ccccc2)c1=O	24	nt	-1.5	1.2
Cc1ccc(C2c3c(oc4ccccc4c3=O)C(=O)N2c2nnc(C)s2)o1 (configuration not stated)	-5	nt	-0.4	-0.9
CCn1c(=N)c(C(N)=O)cc2c(=O)n3cccc(C)c3nc21	-12	nt	-1.7	7.9*
CC1CCN(Cc2nc3c(c(=O)n(C)c(=O)n3C)n2Cc2c(F)cccc2Cl)CC1	-4	nt	-6.2	1.5
CCc1ccc(C(C(=O)NC2CCCCC2)N(C(=O)CNC(=O)c2ccco2)c2cccnc2)cc1 (configuration not stated)	-3	nt	-1.7	-0.9
CCN(CC)CCCN1C(=O)C(=O)/C(=C(/O)c2ccc3c(c2)OCO3)C1c1ccccn1 (configuration not stated)	9	nt	-3.0	-3.3
O=C(c1ccc2c(c1)c(=O)oc1ccccc12)N1CCCCC1	6	nt	-2.1	-1.4
Cc1cc(C)nc(-n2c(Nc3ccccc3)cc(=O)c3c(C)n(-c4ccccc4)c(=O)nc32)n1	1	nt	-4.5	-4.2
O=C(CSc1ncnc2ccccc12)N1CCN(c2ccccc2)CC1	0	nt	-4.8	1.1
COC(=O)c1cc(OC)c(OC)cc1NC(=O)c1cc(C)on1	-2	nt	-1.5	0.4
CCCC(C)C1C(C#N)=C(N)Oc2cc(C)oc(=O)c21 (configuration not stated)	1	nt	-0.8	-0.7
Cc1nnc(N2CCN(c3ccccc3)CC2)c2nn(-c3ccccc3F)c(C)c12	-10	nt	-4.7	-2.7
CCC(=O)OC1=C2C(=Nc3c(c(=O)n(C)c(=O)n3C)C2c2ccccc2)c2ccccc21 (configuration not stated)	-4	nt	0.6	-0.9
COC(=O)c1cc2c(=O)n3ccccc3nc2n(C(C)C)c1=N	1	nt	-2.8	-0.3
Cc1ccc(-c2cc(C(F)(F)F)n3nc(C(=O)N4CCCC4)cc3n2)cc1	2	nt	-2.1	-2.8
COc1cc2nc(SCC(=O)NC3CC3)n(CCC3=CCCCC3)c(=O)c2cc1OC	-2	nt	-4.8	-2.5
Cn1c(=O)[nH]c(=O)c2c1nc(N1CCOCC1)n2CCSc1ncccn1	12	nt	-1.0	1.4
CCn1cc(C(=O)Nc2cc3c(cc2NC(C)=O)OCCO3)c(=O)c2ccc(C)nc21	4	nt	-2.0	-1.5
O=C(CSc1nnc(-c2ccc(S(=O)(=O)N3CCCC3)cc2)o1)N1CCCC1	15	nt	-1.9	-1.9
Cn1nc(-c2ccc(N3CCOCC3)c(NC(=O)c3ccccc3)c2)c2ccccc2c1=O	-2	nt	-2.0	-2.9
CC(C)C1N=C2c3ccccc3N=C(SCc3cc(=O)n4ccccc4n3)N2C1=O (configuration not stated)	6	nt	-3.0	1.5
COc1ccccc1OCc1nc2c3c(-c4ccccc4)c(-c4ccccc4)oc3ncn2n1	19	nt	-0.8	-2.3
CCOC(=O)c1cn2c3c(c(F)c(F)cc3c1=O)SC(N1CCOCC1)=N2	-6	nt	-1.4	-1.2
O=C1CCc2nc3sc4c(c3c(=O)n2N1)CCCC4	-7	nt	-3.7	0.4
Cc1nc(NC2=NCN(CCN3CCOCC3)CN2)nc2c(C)cccc12	5	nt	-3.8	1.1
Cc1sc2c(c1C)c(=O)nc1scc(C)n12	-3	nt	-4.9	4.5
Cn1c(=O)c2c(nc(SCC(=O)N(C3CCCCC3)C3CCCCC3)n2C)n(C)c1=O	3	nt	-2.5	-4.2
CCOC(=O)c1sc(NC(=O)CSc2nc(-c3ccco3)cc(C(F)(F)F)n2)c(C(=O)OC(C)C)c1C	1	nt	0.1	-4.0
CC1(C)CC(=O)c2cc(C(=O)N3CCCCC3)c(=O)n(-c3ccc(Cl)cc3)c2C1	4	nt	-1.9	-3.8
CCCCCc1c(O)nc(SCC(=O)O)[nH]c1=O	18	nt	0.0	-1.3
CN(C=O)CP(=O)(O)CCN1CCCC1=O	2	nt	-2.4	-1.5
CCN(CC)CCCN1C(=O)C(=O)/C(=C(/O)c2cnn(-c3ccccc3)c2C)C1c1ccncc1 (configuration not stated)	-3	nt	-3.4	1.1
CCN(CC)CCCN1C(=O)C(O)=C(C(=O)c2ccc(C)o2)C1c1ccco1 (configuration not stated)	0	nt	-3.2	-3.5
N#Cc1cc2c(=O)n3ccccc3nc2n(CC2CCCO2)c1=N (configuration not stated)	1	nt	-3.1	-1.6
Cc1ccc2c(C)nc(NC3=NCN(C(C)C)CN3)nc2c1	4	nt	-2.9	-1.2
CC(=O)OC[C@]12CC[C@H]3[C@@](C)(CC[C@H]4C(C)(C)CCC[C@]34C)[C@@H]1C[C@H](C1=CC(=O)O[C@@H]1OC(C)=O)O2	nt	12	nt	nt
COc1ccc(C2=CC3=CC(=O)C(C)(O)C(=O)C3=CO2)cc1 (configuration not stated)	nt	1	nt	nt
CC(C)[C@]1(c2ccc(Cl)cc2)ON(c2ccccc2C(F)(F)F)C1=O	nt	4	nt	nt
Cc1ccc2c(c1)-n1c(nc3cc(Cl)ccc3c1=O)C(Cc1ccccc1)NC2=O (configuration not stated)	nt	-4	nt	nt
C#CCOCCOCCOCCNc1nc(N2CCN(C(=O)CCCCCCCCCCNC(=O)[C@H]([C@@H](C)CC)n3cc(CCCCN=C(N)N)nn3)CC2)nc(N2CCN(C(=O)CCCCCCCCCCNC(=O)[C@H](CCCCN)n3cc(C[C@@H](C)CC)nn3)CC2)n1	nt	-6	nt	nt
O=C1OC2(c3ccccc31)c1cc(I)c(O)c(I)c1Oc1c2cc(I)c(O)c1I	nt	-9	nt	nt

# Additional records:
SMILES	HCV NS3 hel inh	IDE inh	IMP-1 inhibitor	VIM-2 inhibitor
CCCCC1=CC2=CC(=O)C(C)(O)C(=O)C2=CO1 (configuration not stated)	nt	2	nt	nt
CCCCC1=CC2=CC(=O)C(C)(OC(=O)c3ccco3)C(=O)C2=CO1 (configuration not stated)	nt	2	nt	nt
CC(=O)OCCN1C(=O)c2cccc3cc([N+](=O)[O-])cc(c23)C1=O	nt	-2	nt	nt
C#C[C@]1(O)CC[C@H]2[C@@H]3[C@H](C)CC4=C(CCC(=O)C4)[C@H]3CC[C@@]21C	nt	0	nt	nt
C=CC[C@@H]1C=C(C)C[C@H](C)C[C@H](OC)[C@H]2O[C@@](O)(C(=O)C(=O)N3CCCC[C@H]3C(=O)O[C@H](/C(C)=C/[C@@H]3CC[C@@H](O)[C@H](OC)C3)[C@H](C)[C@@H](O)CC1=O)[C@H](C)C[C@@H]2OC	nt	2	nt	nt
C#CCOCCOCCOCCNc1nc(N2CCN(C(=O)CCCCCCCCCCNC(=O)[C@H](CCCN=C(N)N)n3cc(C[C@@H](C)CC)nn3)CC2)nc(N2CCN(C(=O)CCCCCCCCCCNC(=O)[C@@H]([C@H](C)CC)n3cc(CCCCCN)nn3)CC2)n1	nt	6	nt	nt
C#CCOCCOCCOCCNc1nc(N2CCN(C(=O)CCCCCCCCCCNC(=O)[C@H]([C@@H](C)CC)n3cc(CCCCN=C(N)N)nn3)CC2)nc(N2CCN(C(=O)CCCCCCCCCCNC(=O)[C@H](CCCN=C(N)N)n3cc(C[C@@H](C)CC)nn3)CC2)n1	nt	-3	nt	nt
CC1(c2nnc(-c3ccc(F)cc3)o2)CC(c2ccncc2)=NO1 (configuration not stated)	nt	6	nt	nt
CCC(=O)OC1(C)C(=O)C=C2C=C(CCCCNC(=O)OC(C)(C)C)OC=C2C1=O (configuration not stated)	nt	1	nt	nt
COC(=O)CCC(=O)c1ccc(OC)c(Cl)c1	nt	6	nt	nt

# Of the compounds above, 8 have a furan ring, fused or not.
SMILES	HCV NS3 hel inh	IDE inh	IMP-1 inhibitor	VIM-2 inhibitor
Cc1ccc(C(=O)C2=C(O)C(=O)N(CCN(C)C)C2c2ccccn2)o1 (configuration not stated)	-1	nt	0.4	-2.6
Cc1nn(Cc2ccc(C(=O)Nc3ccc(Br)c4cccnc34)o2)c(C)c1Br	4	nt	-3.7	1.3
Cc1ccc(C2c3c(oc4ccccc4c3=O)C(=O)N2c2nnc(C)s2)o1 (configuration not stated)	-5	nt	-0.4	-0.9
CCc1ccc(C(C(=O)NC2CCCCC2)N(C(=O)CNC(=O)c2ccco2)c2cccnc2)cc1 (configuration not stated)	-3	nt	-1.7	-0.9
COc1ccccc1OCc1nc2c3c(-c4ccccc4)c(-c4ccccc4)oc3ncn2n1	19	nt	-0.8	-2.3
CCOC(=O)c1sc(NC(=O)CSc2nc(-c3ccco3)cc(C(F)(F)F)n2)c(C(=O)OC(C)C)c1C	1	nt	0.1	-4.0
CCN(CC)CCCN1C(=O)C(O)=C(C(=O)c2ccc(C)o2)C1c1ccco1 (configuration not stated)	0	nt	-3.2	-3.5
CCCCC1=CC2=CC(=O)C(C)(OC(=O)c3ccco3)C(=O)C2=CO1 (configuration not stated)	nt	2	nt	nt

# 3 entries already listed, ordered by formula weight, largest number first:
SMILES	HCV NS3 hel inh	IDE inh	IMP-1 inhibitor	VIM-2 inhibitor
O=C(CSc1nnc(-c2ccc(S(=O)(=O)N3CCCC3)cc2)o1)N1CCCC1	15	nt	-1.9	-1.9
Cc1nn2c3ccccc3nc2n(Cc2ccccc2)c1=O	24	nt	-1.5	1.2
O=C1CCc2nc3sc4c(c3c(=O)n2N1)CCCC4	-7	nt	-3.7	0.4

# A portion of the library, so the mix of outcomes need not match the whole.
